Polio RdRp inh – poliovirus RNA polymerase inhibition | poliovirus polymerase elongation, fluorescence polarization; active compounds read low | AID 588519 | % elongation, % (compound at 16.7 µg/mL) | actives 0.66% (n = 150,000); in the data active = % elongation below about 90%; also: some results filed as inactive read as strong as hits
Target sequence (P03300 1749-2209 limits assumed): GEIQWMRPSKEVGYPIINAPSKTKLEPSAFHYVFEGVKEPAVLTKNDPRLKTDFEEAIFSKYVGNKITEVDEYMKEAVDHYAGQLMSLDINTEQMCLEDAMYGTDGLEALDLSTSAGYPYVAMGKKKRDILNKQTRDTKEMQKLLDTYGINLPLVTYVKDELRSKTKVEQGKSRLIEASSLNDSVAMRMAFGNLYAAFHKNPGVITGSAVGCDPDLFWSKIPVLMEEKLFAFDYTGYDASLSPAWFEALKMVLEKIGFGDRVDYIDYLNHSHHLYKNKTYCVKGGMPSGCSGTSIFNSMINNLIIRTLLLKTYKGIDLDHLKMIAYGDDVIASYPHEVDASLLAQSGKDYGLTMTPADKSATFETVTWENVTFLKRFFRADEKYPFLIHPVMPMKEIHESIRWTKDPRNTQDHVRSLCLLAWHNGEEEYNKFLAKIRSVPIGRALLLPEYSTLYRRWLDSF
Polio RdRp inh FP z-score – recorded beside Polio RdRp inh, whose call it bears; z-score; measured here: FP z-score; hits read low
The depositor's hits bear a star. Not all compounds are listed; rates above refer to the full screens.

Second line of a record – Polio RdRp inh	Polio RdRp inh FP z-score
- CC(C(=O)O)N1C(=O)c2cccc3cccc1c23 (stereo unspecified)
  98.0	-1.4
- Cc1cccc(-c2nc(C#N)c(N(C)C)o2)c1
  100.0	-0.1
- Cc1cc2nc3c(=O)n(C)c(=O)n(C)c3nc2cc1NC(=O)C(F)(F)F
  56.0	-6.1
- CCc1ccccc1NC(=O)Nc1cccs1
  103.0	0.8
- O=C(CCC1N=C2c3ccccc3N=C(SCC(=O)NCCc3ccccc3)N2C1=O)NCc1ccc(F)cc1 (stereo unspecified)
  104.0	-0.6
- CCOC(=O)C1=C(CSc2nc3cc(C(=O)OC)ccc3c(=O)n2Cc2ccco2)NC(=O)NC1
  95.0	-1.4
- Cc1cccc2c1cnn2C(=O)Nc1cccc(C(F)(F)F)c1
  103.0	-0.1
- CCN(CC)S(=O)(=O)c1ccc2c(c1)nc(SCC(=O)N1CCOCC1)n2-c1ccccc1OC
  101.0	0.1
- CN=c1scc(-c2ccccc2OC)n1/N=C/c1ccc[nH]1
  103.0	0.2
- CC1CC(C)(C)NC(=O)O1 (stereo unspecified)
  101.0	-0.1
- O=C(NNc1ncnc2ccccc12)c1ccc(O)cc1
  99.0	-0.7
- Cc1ccc(-c2cc(C(=O)N3CCC4(CC3)OCCO4)c3ccccc3n2)o1
  102.0	0.7
- Cc1ccccc1CNC(=O)c1ccc(Cn2c(SCc3cccc(F)c3)nc3cccnc32)cc1
  108.0	-0.3
- Cc1cccc(NC(=O)c2cc3ccc(O)cc3oc2=O)c1
  99.0	-0.4
- Cc1ccc(C)c(N2CCN(C(=O)CCc3c(C)nn(-c4ccc(N5CCCC5)nn4)c3C)CC2)c1
  100.0	-1.2
- COc1ccc(CCNC(=O)Cn2nc(C)c3c(C)n(-c4ccc(C)cc4)nc3c2=O)c(OC)c1
  109.0	0.1
- O=C(CSc1ccc(-c2ccccc2)nn1)NCC1CCCO1 (stereo unspecified)
  102.0	0.1
- FC(F)(F)c1cccc(N2CCN(C3CCCCCC3)CC2)c1
  101.0	0.5
- CC1CC(C)CN(S(=O)(=O)c2ccc(NN)nc2)C1 (stereo unspecified)
  103.0	0
- Cc1ccc(-c2nc3ncccc3o2)cc1NC(=O)COc1ccc(C(C)C)cc1
  104.0	-0.4

3 entries out of the list, arranged by count of non-hydrogen atoms, descending:
Second line of a record – Polio RdRp inh	Polio RdRp inh FP z-score
- COc1ccc(CCNC(=O)Cn2nc(C)c3c(C)n(-c4ccc(C)cc4)nc3c2=O)c(OC)c1
  109.0	0.1
- Cc1cccc(NC(=O)c2cc3ccc(O)cc3oc2=O)c1
  99.0	-0.4
- Cc1cccc(-c2nc(C#N)c(N(C)C)o2)c1
  100.0	-0.1

(more compounds)
Second line of a record – Polio RdRp inh	Polio RdRp inh FP z-score
- O=C(NC(=S)Nn1cnnc1)C1CCCCC1
  102.0	0.1
- CCOc1ccc(-c2c(C)nn3c(-c4ccccc4)c(C(=O)NCCOC)cnc23)cc1OCC
  111.0	0.5
- COc1ccc(/C=C2\C(=O)c3ccccc3OC2c2ccccc2)cc1 (stereo unspecified)
  105.0	0.3
- Cc1ccc(NC(=O)c2cc(S(=O)(=O)N3CCC(C)CC3)cn2C)cc1Cl
  111.0	1.1
- Cc1oc2ccc(O)c(CN3CCC(C)CC3)c2c1C(=O)Nc1ccccc1
  102.0	-1.2
- CCCc1nn2c(=O)cc(COC(=O)c3ccccc3NC(=O)c3cccs3)nc2s1
  104.0	-0.5
- COC(=O)C(=Cc1ccc(-c2ccsc2C(=O)OC)o1)C(=O)OC
  103.0	0.6
- COc1ccc(-c2c(C)c3ccc(O)c(CN4CCCCC4C)c3oc2=O)cc1OC (stereo unspecified)
  112.0	1.1
- O=C(O)COc1ccc(/C=C2/NC(=O)N(c3ccccc3)C2=O)cc1
  101.0	0
- O=c1[nH]nc(-c2nnc3n2CCCCC3)c2ccccc12
  96.0	-0.2
- CCOc1ccc2nc(N3CCCCC3)sc2c1
  101.0	-0.2
- Cc1cc(C(=O)CN2C(=O)C3CC=CCC3C2=O)c(C)n1CC1CCCO1 (stereo unspecified)
  102.0	0
- CCn1cc(CCCC(=O)NC2CCC(C)CC2)c2ccccc21 (stereo unspecified)
  104.0	1.2
- O=c1c2c([nH]n1-c1ccccc1)CCCC2
  103.0	0.2
- COc1ccc(C2=NOC(C(=O)N3CCCC3)C2)cc1 (stereo unspecified)
  102.0	0.3
- Cc1ccc(CNC(=O)C2c3ccccc3C(=O)N(C)C2c2cccs2)o1 (stereo unspecified)
  100.0	-0.5
- Cc1cc(C)c(NC(=O)CN2C(=O)C3(SCC(=O)N3c3ccc(F)cc3)c3ccccc32)c(C)c1 (stereo unspecified)
  113.0	0.7
- Cc1cccc(-n2ncc3c(NCCCN4CCCC4=O)ncnc32)c1
  99.0	-0.6
- Cn1cc(NC(=O)N2CCCCC2CCO)c2ccccc21 (stereo unspecified)
  99.0	0
- CCc1ccc2c(CN3CCC(C(=O)OC)CC3)cc(=O)oc2c1
  102.0	0.1

5 entries picked at random from those above:
Second line of a record – Polio RdRp inh	Polio RdRp inh FP z-score
- O=C(O)COc1ccc(/C=C2/NC(=O)N(c3ccccc3)C2=O)cc1
  101.0	0
- COC(=O)C(=Cc1ccc(-c2ccsc2C(=O)OC)o1)C(=O)OC
  103.0	0.6
- CCn1cc(CCCC(=O)NC2CCC(C)CC2)c2ccccc21 (stereo unspecified)
  104.0	1.2
- Cn1cc(NC(=O)N2CCCCC2CCO)c2ccccc21 (stereo unspecified)
  99.0	0
- O=C(NC(=S)Nn1cnnc1)C1CCCCC1
  102.0	0.1

The results go on:
Second line of a record – Polio RdRp inh	Polio RdRp inh FP z-score
- O=C1CCCN2C(=N1)SC(=S)N2CN1CC2CC(C1)c1cccc(=O)n1C2 (stereo unspecified)
  102.0	0.5
- O=C1NC(=O)C(CCc2ccncc2)(CCc2ccncc2)C(=O)N1C1CCCCC1
  105.0	1.2
- COc1ccc2c(CC(=O)OCC(=O)N3c4ccccc4CC3C)coc2c1 (stereo unspecified)
  109.0	0.9
- COc1cc(/C=N/NC(=O)c2cccc(N3CCCC3=O)c2)ccc1O
  100.0	-0.5
- CCN(CC)C(=O)N[C@H]1C[C@@H]2c3cccc4[nH]cc(c34)C[C@H]2N(C)C1
  99.0	-0.1
- C=CCNC(=O)C1CC(=O)N(c2ccc(OCC(=O)Nc3ccc(F)c(Cl)c3)cc2)C1 (stereo unspecified)
  104.0	1.4
- O=C(NCN1CCCCC1)C12CC3CC(CC(C3)C1)C2
  100.0	-0.3
- Cc1cnc(C(=O)Nc2ccc(N3CCCCC3)cc2)cn1
  103.0	0.9
- CC1=CN2C(=O)C(Cc3ccccc3)(NC(=O)c3ccccc3)N=C2C=C1 (stereo unspecified)
  105.0	1.3
- Cc1cc(C)cc(NS(=O)(=O)c2ccc(-n3cccn3)cc2)c1
  109.0	0.4
- CCS(=O)(=O)c1ncc(N(Cc2cccc(F)c2)Cc2ccco2)c(C(=O)Nc2ccccc2Cl)n1
  110.0	0.8
- O=C1CC(C(=O)O)C2(CCCC2)O1 (stereo unspecified)
  106.0	0.8
- Cc1cc(C)n(CCc2nc(-c3ccc(C)c(C)c3)cs2)n1
  82.0*	-2.6*
- CCCN(C(=O)NCc1noc2ccc(C)cc12)c1ccc(Cl)c(Cl)c1
  108.0	0.3
- Cc1ccc(C=C(C#N)C#N)c(C)c1
  100.0	0.1
- Cn1c(SCC(=O)Nc2nc3ccccc3s2)ncc(C(=O)Nc2ccc(F)cc2)c1=O
  112.0	1
- O=C(/C=C/c1ccc2c(c1)OCO2)Nc1ccc(-n2nncc2-c2ccccc2)cc1
  103.0	0.6
- COc1ccc(C(C(=O)NC2CCCC2)N(Cc2ccco2)C(=O)Cn2nc(C(F)(F)F)c3c2CCCC3)cc1 (stereo unspecified)
  102.0	-0.1
- COc1ccc(NC(=O)c2ccco2)cc1NC(=O)c1ccc(C)c(C)c1
  104.0	0
- O=c1oc2cc3occ(-c4ccccc4)c3cc2c2c1CCCC2
  101.0	-0.3
- Cc1ccccc1NC(=S)N(CCCN1CCCC1)Cc1cccn1Cc1ccc(Cl)cc1
  101.0	-0.3
- CC(C)c1ccc(NC(=O)CN(c2ccnn2C(C)C)S(=O)(=O)c2ccccc2)cc1
  101.0	-0.2
- Cc1cc(C)c2c(n1)sc1c(=O)n(NC(=O)Nc3ccccc3)c(C)nc12
  105.0	0.2
- O=C(NCc1nc(-c2ccccc2)no1)c1ccc(-c2ccccc2)cc1
  100.0	-0.2
- Cc1cc2c3c([nH]c2cc1S(=O)(=O)N(CCN1CCOCC1)Cc1ccco1)CCCC3=O
  100.0	-0.5
- CN1CC2=C(C1=O)C(c1ccccc1)NC(=O)N2 (stereo unspecified)
  101.0	-0.1
- CC1=CC(C)(C)N(C(=O)c2ccccc2)c2ccc(OC(=O)c3ccccc3)cc21
  105.0	0.3
- O=C1NC2(CCCC2)NN1C(=O)c1ccncc1
  101.0	-0.1
- CCN(CC)c1ccc2oc(=O)c(C)nc2c1
  75.0	-6.4
- COc1ccc(CNC(=O)C2(CC(=O)NC(C)(C)C)CCCC2)cc1
  100.0	-0.1
- CCOC(=O)c1cnn(-c2ccccc2)c1NC(=O)c1ccco1
  103.0	1.3
- CCN(CCS(=O)(=O)c1ccccc1)S(=O)(=O)c1ccc(C)cc1
  104.0	-0.1
- CC1(C)CC(NC(=O)c2ccc(-n3cnnn3)cc2)CC(C)(C)N1
  101.0	-0.1
- Cc1sc2ncn(CC(=O)N(C)c3ccc(C(C)C)cc3)c(=O)c2c1S(=O)(=O)N1CCC(C)CC1
  103.0	-0.2
- COc1ccccc1C(=O)NCC(=O)O
  100.0	-0.3
- COc1ccccc1NC(=O)Nc1ccccc1
  99.0	0
- C=CCNC(=O)Cn1nc(-c2ccccc2F)ccc1=O
  102.0	0.1
- CCCSc1nc2c(c(=O)[nH]1)C(c1ccc(F)cc1F)CC(=O)N2 (stereo unspecified)
  100.0	-1.6
- CCN(CC)C(=O)COc1ccc(-c2nnc(Nc3ccc(OC)c(C(N)=O)c3)c3ccccc23)cc1
  101.0	0
- O=C(Nc1ccc(OC(F)(F)F)cc1)NC1CCN(c2nccc(C(F)(F)F)n2)CC1
  107.0	0.3
- O=C(O)Cc1c(Sc2ccccc2)c2ccccc2n1Cc1ccccc1
  103.0	0
- Cc1cc(-c2ccc(S(=O)(=O)N3CCc4ccccc4C3)s2)n[nH]1
  99.0	-1.2
- Cn1c(=O)c2c(nc(NCc3ccccc3)n2Cc2ccccc2Cl)n(C)c1=O
  105.0	0.2
- COc1ccc(NC(=O)N(Cc2nnc3n2CCCCC3)c2ccc(OC)c(Cl)c2)cc1
  115.0	1.7
- O=C(COc1ccc(-n2cnnn2)cc1)NCCc1ccc(F)cc1
  100.0	0.3
- Cc1ccc(Cl)cc1N1CCN(C(=O)C2CCCN(S(=O)(=O)c3ccc(Br)s3)C2)CC1 (stereo unspecified)
  115.0	1.8
- O=C(OCC1CCCN2CCCCC12)c1ccc2c(c1)OCO2 (stereo unspecified)
  114.0	1.3
- Cc1csc2nc(CCNS(=O)(=O)c3ccccc3)cn12
  109.0	0.6
- Cc1ccc(C(O)(c2nc3ccccc3[nH]2)C(F)(F)F)c(O)c1 (stereo unspecified)
  109.0	0.8
- Cc1cc2n(n1)C(/C=C\c1ccccc1)Nc1c(C)cccc1-2 (stereo unspecified)
  100.0	-0.2
- O=C(c1cn[nH]c1)c1cc(Cl)cc(Cl)c1O
  107.0	0.5
- COc1ccc(Nc2cc(C(F)(F)F)ccc2Cl)c(C(=O)O)c1
  99.0	-0.5
- O=C(CSc1nc2c(c(=O)n1-c1ccccc1)SCC2)N1CCCC1
  101.0	0
- O=C(O)CCNC(=O)c1ccc(Br)o1
  99.0	-0.4
- CC1CCN(c2ccc(-c3cccc(NS(=O)(=O)c4cccs4)c3)nn2)CC1
  103.0	-0.7
- CCc1c(C)sc2c1CCN(Cc1ccccc1)C2c1ccccc1 (stereo unspecified)
  112.0	1.2
- Cc1ccc(C(=O)NCC2COc3ccccc3O2)o1 (stereo unspecified)
  103.0	0.1
- Cc1ccc(Cn2cccc(NS(C)(=O)=O)c2=O)cc1
  100.0	-0.7
- COc1ccccc1C(C)NCC(=O)Nc1cc(C)on1 (stereo unspecified)
  102.0	-0.2
- COC(=O)c1cc2oc(C)cc2n1Cc1c(C)cc(C)cc1C
  112.0	1.8

(cont.)
Second line of a record – Polio RdRp inh	Polio RdRp inh FP z-score
- CCc1nc2ccccc2c(C(=O)OCC#N)c1C
  99.0	-0.3
- CC1CC1c1ccc(/C=C/C(=O)O)o1 (stereo unspecified)
  103.0	-0.1
- Cc1onc(-c2c(Cl)cccc2Cl)c1NC(=O)NC1CCSC1 (stereo unspecified)
  103.0	-0.1
- CCc1cc2c(cc3c(=O)n(CC(=O)NCc4cccc(Cl)c4)nc(CC)n32)s1
  107.0	0.1
- COc1cc(OC)cc(-c2nc3ccccc3c(=O)n2OC(=O)c2ccccc2Cl)c1
  104.0	0.5
- CC(=O)c1c(C)oc2ccc(N(C(=O)Oc3ccccc3)S(=O)(=O)c3ccc(Cl)cc3)cc12
  110.0	-0.1
- COc1ccc(-c2cc3c(=O)n(CC(=O)Nc4cc(C)ccc4C)ccn3n2)cc1
  107.0	0.3
- CN(C)S(=O)(=O)c1ccc(C(=O)N2CCCC2c2nc3ccccc3s2)cc1 (stereo unspecified)
  102.0	-0.1
- CN(C)c1ccc(/C=N/NC(=O)Cc2ccccc2)cc1
  104.0	0.7
- O=C(CSc1nc2c([nH]c3ccccc32)c(=O)n1-c1cccc(Cl)c1)N1CCOCC1
  110.0	0.7
- COc1cccc(CNC(=O)C2CCCN(S(=O)(=O)c3ccc4c(ccn4C)c3)C2)c1OC (stereo unspecified)
  109.0	0.8
- CCc1ccc(N2C(=O)CSC23C(=O)N(Cc2ccc(C)cc2)c2ccccc23)cc1 (stereo unspecified)
  107.0	0.2
- FC(F)(F)c1cc(C(F)(F)F)c2c(n1)[nH]c1ccccc12
  101.0	0
- O=C(CSc1nnc(-c2ccco2)o1)NCCCN1CCCC1=O
  103.0	0
